# V-ATPase pHluor: alters yeast V-ATPase proton transport | S. cerevisiae, pHLuorin cytosolic pH fluorescence | response, % at 10 µM | 350,000 tested, 0.37% active; in the data active = response mostly above about 7.3%, no sharp cut-off; inactive = mostly below about 5.4%; note: actives read high; inactives centre near 0; some compounds called inactive have numbers as strong as hits; reference of the scale not given here
# Cardiac RTF inh: cardiac RTF calcium desensitization; P19429+P45379; IANBD-labeled cardiac RTF, Ca2+ fluorescence; inhibition, % at 7.15 µM; 340,000 tested, 0.12% active;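 active = inhibition above the mean inhibition of all tested compounds plus 3 SD, cut at about 17% in these data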;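 note: assay run at fixed EC70 calcium of 1.6 mM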
# Pemphigus Ab inh: inhibitors of pemphigus antibody binding to human desmoglein-3. P32926. DSG3-coupled beads, scFv-anti-DSG3-GFP binding, flow cytometry; active compounds read low. binding (percent of control), % at 10 µM. 310,000 tested, 0.48% active;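 active = binding more than 3 SD below its plate's average and above zero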;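 note: hits lower antibody fragment binding to DSG3; some compounds called inactive have numbers as strong as hits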
# C-LANA FP: inhibitors of KSHV LANA C-terminal domain DNA binding; MBP-C-LANA/FAM-LBS DNA binding, fluorescence polarization; inhibition, % at 9 µM; AID 504423; 340,000 tested, 0.078% active;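 active = highest replicate inhibition at or above 60% at 9 µM, even if other replicates fall short; inactive = all replicates below 60% inhibition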;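 note: 0% = neutral control wells and 100% = 4 µM acridine orange control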
# CAL PDZ FP-1: inhibitors of human CAL PDZ peptide binding | Q9HD26 | purified CAL PDZ, TMR-peptide fluorescence polarization, 1 h | inhibition, % at 20 µM | 330,000 tested, 0.02% active | AID 504414;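 active = highest replicate inhibition of at least 40%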;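 note: plate controls were DMSO neutral control wells for no effect and unlabeled competitor peptide control wells for full effect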
#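 System: tagged CAL PDZ domain. Schedule: 1 h room-temperature incubation prior to read. Signal: fluorescence polarization (mP). Measure: percent inhibition from loss of millipolarization.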
# Keap1 Nrf2 FP: inhibitors of human Keap1-Nrf2 protein-protein interaction; Q14145; Keap1 Kelch-Nrf2 peptide fluorescence polarization, 1536-well; inhibition, % at 9.4 µM; 340,000 tested, 0.15% active; in the data active = inhibition above about 12%;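 note: human Keap1 Kelch domain with fluorescein labeled Nrf2 9mer peptide probe; 0% = neutral control wells and 100% = peptide positive control; higher means more block of Keap1 binding to Nrf2 peptide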
# DAGLB inh: diacylglycerol lipase beta (human) inhibition; Q8NCG7; HEK293T DAGLB membrane lysate, EnzChek fluorogenic substrate; inhibition, % at 5.17 µM; 340,000 tested, 0.059% active; AID 504411; in the data active = inhibition above about 34%;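 note: 0% = enzyme with vehicle and 100% = wells lacking enzyme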
# Arr AP2 block: inhibitors of human beta-arrestin and AP2 interaction. FITC-arrestin peptide / GST-AP2 beads, flow cytometry; AP2 beta2 appendage carries R879A mutation. AID 504490. inhibition, % at 10 µM. 340,000 tested, 0.31% active;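 active = inhibition above a set limit, near 3 SD of compounds lacking own fluorescence, cut at about 54% in these data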;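 note: plate controls were DMSO wells for no effect and 5 µM unlabelled arrestin peptide for full effect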
#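 system = GST-tagged AP2 beta2-adaptin appendage (R879A) on 4 µm glutathione beads | reagent = FITC-labelled arrestin peptide probe, 50 nM final | schedule = compound with beads 12 min RT, then probe 1 h RT | signal = HyperCyt-sampled flow cytometry, FL1 channel, ex 488/em 535 nm | read-out = percent response from loss of bead-bound FITC fluorescence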
# CAL PDZ FP-2: CAL PDZ (human) peptide binding inhibition. AID 602252. inhibition, % at 24.9 µM. 300,000 tested, 0.92% active. Q9HD26. purified CAL PDZ, TMR-peptide fluorescence polarization, 1 h;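 active = mean inhibition of at least 30% with at least half of replicates also reaching 30%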;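 note: 0% = DMSO neutral control and 100% = excess unlabeled competitor peptide PRC23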
# NSD2 inh: blocks human histone methyltransferase NSD2; AID 743445; inhibition, % at 12.5 µM; NSD2 peptide methylation, AlphaScreen, 120 min; 310,000 tested, 0.54% active; in the data active = inhibition above about 50%
# Target sequence (O96028 whole entry, looked up): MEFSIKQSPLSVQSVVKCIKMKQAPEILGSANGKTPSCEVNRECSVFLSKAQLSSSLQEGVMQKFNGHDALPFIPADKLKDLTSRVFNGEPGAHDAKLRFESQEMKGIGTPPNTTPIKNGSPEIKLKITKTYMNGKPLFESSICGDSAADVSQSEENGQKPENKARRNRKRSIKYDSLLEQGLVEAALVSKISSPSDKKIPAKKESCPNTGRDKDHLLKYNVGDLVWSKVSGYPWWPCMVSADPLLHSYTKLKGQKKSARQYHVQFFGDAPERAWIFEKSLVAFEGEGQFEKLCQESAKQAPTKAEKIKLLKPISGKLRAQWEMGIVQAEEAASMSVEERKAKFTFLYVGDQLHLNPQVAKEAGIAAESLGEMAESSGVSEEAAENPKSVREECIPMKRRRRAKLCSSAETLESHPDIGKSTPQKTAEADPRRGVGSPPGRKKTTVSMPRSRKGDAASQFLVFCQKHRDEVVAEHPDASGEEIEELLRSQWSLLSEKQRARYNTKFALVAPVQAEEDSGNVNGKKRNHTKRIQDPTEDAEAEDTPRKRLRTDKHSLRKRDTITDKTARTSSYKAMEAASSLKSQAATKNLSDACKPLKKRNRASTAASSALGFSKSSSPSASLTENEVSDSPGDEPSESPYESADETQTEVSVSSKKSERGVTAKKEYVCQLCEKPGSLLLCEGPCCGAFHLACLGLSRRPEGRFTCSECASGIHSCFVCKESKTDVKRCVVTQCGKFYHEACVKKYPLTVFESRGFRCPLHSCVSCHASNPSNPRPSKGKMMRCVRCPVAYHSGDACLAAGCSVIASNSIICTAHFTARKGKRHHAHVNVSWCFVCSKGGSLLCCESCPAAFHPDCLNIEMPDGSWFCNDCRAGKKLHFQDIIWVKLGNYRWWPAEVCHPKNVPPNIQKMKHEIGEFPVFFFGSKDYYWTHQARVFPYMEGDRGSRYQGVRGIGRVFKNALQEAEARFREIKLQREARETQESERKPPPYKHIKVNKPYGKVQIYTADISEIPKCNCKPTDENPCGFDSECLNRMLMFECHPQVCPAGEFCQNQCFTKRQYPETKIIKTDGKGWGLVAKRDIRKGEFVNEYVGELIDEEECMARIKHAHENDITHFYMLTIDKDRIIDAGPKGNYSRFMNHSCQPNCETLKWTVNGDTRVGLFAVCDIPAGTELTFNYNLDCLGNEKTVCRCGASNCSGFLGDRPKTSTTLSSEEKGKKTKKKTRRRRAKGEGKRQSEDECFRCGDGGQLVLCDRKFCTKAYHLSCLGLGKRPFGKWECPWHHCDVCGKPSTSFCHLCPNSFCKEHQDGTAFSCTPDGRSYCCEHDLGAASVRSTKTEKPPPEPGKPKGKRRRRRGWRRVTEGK
# Active calls of the source: *; x = no result given. An excerpt; rates above refer to the full screens.
SMILES,V-ATPase pHluor,Cardiac RTF inh,Pemphigus Ab inh,C-LANA FP,CAL PDZ FP-1,Keap1 Nrf2 FP,DAGLB inh,Arr AP2 block,CAL PDZ FP-2,NSD2 inh
Cc1nnc(SCC(=O)N2CCN(c3cccc(Cl)c3)CC2)n1C1CC1,-2,-3,103,0.1,0.1,0,1,1,3,0
Cc1csc(SCC(=O)NC(=O)NC(C)(C)C)n1,-2,-3,104,0.0,-0.4,-5,-2,17,0,1
Cc1cc(S(=O)(=O)Nc2noc3ccccc23)ccc1F,-1,-3,106,0.9,-1.5,2,-2,6,-3,-2
Cc1ccc(N2CCN(C(=O)N3CCOCC3)CC2)c(C)c1,3,-7,100,-0.1,0.0,-3,-9,0,-2,2
COc1cccc(/C=N/NC(=O)CSc2ccccc2C)c1O,0,-9,95,1.2,-2.0,-1,2,-3,-2,-2
Cc1cccc(N2C(=O)c3cccc4c(N5CCCCC5)c([N+](=O)[O-])cc(c34)C2=O)c1C,-1,-5,103,2.4,0.2,-1,0,8,-4,0
NC(=O)C1CCN(c2nc3ccccc3nc2NS(=O)(=O)c2ccc(Br)cc2)CC1,4,-11,98,5.4,-0.6,2,4,15,0,-1
CN1CCN(C(=O)CCN2C(=O)/C(=C\c3ccc(F)cc3)SC2=S)CC1,-4,-7,102,-1.2,-0.4,-4,-4,-3,0,0
CCN(CC)C(CNC(=O)CSc1nnnn1-c1cccc(F)c1)c1ccco1 (centres undefined),-2,-5,113,2.0,-0.2,0,-3,23,2,5
CCCOC(=O)c1ccc(NC(=O)CCOc2ccccc2)cc1,1,2,102,0.0,-3.1,-2,-8,-2,-3,1
O=C(Nc1cccc(-c2cn3c(n2)SCC3)c1)c1ccc2c(c1)OCO2,0,-7,86,0.8,-2.7,-3,-1,10,-5,-1
O=C(Nc1c2c(nc3ccccc13)CCCC2)c1cccc([N+](=O)[O-])c1,0,13,123,-0.2,-2.3,-3,3,13,-3,1
Cc1nnsc1S(=O)c1ccc(F)cc1 (centres undefined),-4,-2,115,-1.0,-0.6,2,-3,8,7,-4
Nn1c(Cc2cccc3ccccc23)nnc1SCc1ccccc1,2,-5,84,-0.9,-1.7,0,-13,-5,-3,6
CCCS(=O)(=O)c1nc(S(=O)(=O)c2ccc(C)cc2)c(N2CCN(C)CC2)s1,-3,-12,96,-1.5,-1.1,-3,0,1,-3,-1
O=c1nc(N2CCOCC2)nc2n1CCO2,0,3,108,-0.3,0.1,-2,-3,5,-3,2
O=C1CC(Nc2ccc(N3CCOCC3)cc2)C(=O)N1Cc1ccccc1 (centres undefined),-1,1,101,0.7,-0.3,-5,12,19,-4,6
O=S(=O)(Nc1cccc(-c2nnco2)c1)c1ccc(F)cc1F,0,x,106,x,x,x,x,2,x,1
CCN(CCCNS(=O)(=O)c1cc(-c2cc(C)no2)ccc1C)Cc1ccccc1,2,4,98,0.3,-3.0,-5,-3,-17,-1,11
CCc1ccc(NC(=O)C(C)OC(=O)/C=C/c2ccc(O)c(OC)c2)cc1 (centres undefined),3,4,95,-2.1,0.7,-2,-6,-17,1,2
Cc1c(C)n(CC(O)CN2CCOCC2)c2ccccc12 (centres undefined),4,0,98,0.0,0.1,-3,2,-1,-4,1
CCN(CC(=O)Nc1ccccc1C(F)(F)F)C(=O)CSCc1c(C)noc1C,5,0,100,x,-0.8,x,2,-18,-1,-1
COc1cc(OC)cc(N(C(=O)CNC(=O)c2cccs2)C(C(=O)NCC2CCCO2)c2ccccc2)c1 (centres undefined),-1,3,104,1.0,-3.3,-5,-11,2,-9,-3
C=CCn1c(SCC(=O)Nc2ccc(O)cc2)nc2sc(CC)cc2c1=O,2,2,102,-0.2,-3.5,3,1,25,-3,-1
CCCC(=O)Nc1ccc(C(=O)N/N=C/c2ccc([N+](=O)[O-])o2)cc1,1,0,124,1.2,-2.9,-3,-2,-5,0,2
N=c1n(-c2ccccc2)c(O)cc(=O)n1-c1ccccc1,2,-9,105,-1.7,0.0,-2,7,-3,-1,-1
COc1ccc(-c2cc(C(F)F)n3ncc(C(=O)N4CCCCC4)c3n2)cc1,2,2,x,0.3,-1.0,0,2,0,2,x
Cc1c(C)c2cc(Cl)c(OCC(=O)NC3CC(C)(C)NC(C)(C)C3)cc2oc1=O,0,-2,x,1.3,-0.9,-1,3,-3,-3,2
O=C(CNC(=O)c1ccc(-c2ccccc2)cc1)Nc1cccc(CO)c1,0,-5,x,-0.1,0.4,0,-1,-15,-4,0
O=C(Nc1cccc(-n2cnnn2)c1)c1cc(Cl)nc(Cl)c1,-1,7,95,0.9,-4.1,-1,-6,26,0,2
CC(C)CNC(=O)c1cc(=O)[nH]c2ccc(S(=O)(=O)Nc3ccc(F)cc3)cc12,0,-15,108,0.6,-4.5,6,0,-9,-13,5
C(=N\c1nc2ccccc2[nH]1)/c1cccs1,0,-19,103,-0.4,-1.6,1,-1,-3,x,3
CC1CC1C(=O)OCC(=O)N(C)c1c(N)n(Cc2ccccc2)c(=O)[nH]c1=O (centres undefined),-7,-16,x,0.9,1.0,-2,2,17,x,-4
N#CCCn1cc(CNCc2ccccc2)c(-c2cccc([N+](=O)[O-])c2)n1,-1,12,105,-1.8,-1.4,0,-2,14,3,0
CCn1ncc(C2=NOC(C(=O)NCC(C)C)C2)c1C (centres undefined),2,-8,99,-0.3,0.0,1,-2,-7,-1,1
CCCOc1ccccc1NC(=O)Nc1ccccc1Cl,-3,8,107,-1.8,-1.8,-1,-4,-1,-2,0
O=C(CSc1nc2c(sc3ccccc32)c(=O)n1CCO)NCc1ccco1,-1,0,95,3.4,-0.5,-7,5,-3,-7,0
O=c1c2c3c(sc2nc(NCCO)n1Cc1ccco1)CCCCC3,0,2,99,0.7,-0.5,-4,1,8,-1,5
COc1ccc(C(=O)NC(=S)NC2CCSC2=O)cc1 (centres undefined),-1,5,81,0.3,-2.7,3,-2,-3,-1,-1
CCOc1ccc2c(c1)nc(SCC(=O)c1ccc(Br)s1)n2C,2,2,86,-0.6,0.6,-1,1,25,1,-4
O=C(Nc1ccccc1)C1=C[C@@H](C2CC2)C[C@@H](OCCCCO)O1,-1,-1,99,-0.9,1.0,-5,2,1,5,x
O=C1CCC(C(=O)OC(C(=O)c2c[nH]c3ccccc23)c2ccccc2)=NN1 (centres undefined),1,5,100,-1.7,-2.7,1,0,6,5,2
COc1ccccc1N1CCN(C(=O)C(=O)N/N=C/c2cccc(O)c2)CC1,-1,-3,104,-0.4,x,-1,0,6,-6,-2
COc1ccccc1NC(=O)c1ccc(COc2ccc3c(c2)CCC3)cc1,2,-1,98,-0.7,-1.6,-2,-10,-6,2,-1
COC(=O)C1(Cc2ccc3c(c2)CCC3)Cc2ccc3c(c2C1=O)CCC3 (centres undefined),4,-8,134,-0.9,-0.3,-2,-21,-3,-2,-1
COc1ccc(NC(=O)c2c(C(F)(F)F)nn(C)c2SCc2ccccc2)cc1,-4,-3,96,1.3,-0.7,2,-6,31,-1,-4
CC(C)(C)OC(=O)[C@H](Cc1ccccc1)NC(=O)c1nc[nH]c1C(=O)N1CCN(C(=O)OC(C)(C)C)CC1,1,-5,102,-0.1,-0.1,-6,-3,2,-3,x
CC1CCC(C(O)(C(=O)O)C2CCCCC2)CC1C (centres undefined),0,-6,100,-0.1,0.1,-2,1,8,-4,-3

# Entries of single compounds, quoted from the list. Order of screens: V-ATPase pHluor, Cardiac RTF inh, Pemphigus Ab inh, C-LANA FP, CAL PDZ FP-1, Keap1 Nrf2 FP, DAGLB inh, Arr AP2 block, CAL PDZ FP-2, NSD2 inh
# COc1ccccc1N1CCN(C(=O)C(=O)N/N=C/c2cccc(O)c2)CC1 is listed as -1, -3, 104, -0.4, x, -1, 0, 6, -6, -2
# COc1ccc(C(=O)NC(=S)NC2CCSC2=O)cc1 (centres undefined) is listed as -1, 5, 81, 0.3, -2.7, 3, -2, -3, -1, -1
# O=C1CCC(C(=O)OC(C(=O)c2c[nH]c3ccccc23)c2ccccc2)=NN1 (centres undefined) is listed as 1, 5, 100, -1.7, -2.7, 1, 0, 6, 5, 2
# COC(=O)C1(Cc2ccc3c(c2)CCC3)Cc2ccc3c(c2C1=O)CCC3 (centres undefined) is listed as 4, -8, 134, -0.9, -0.3, -2, -21, -3, -2, -1

# Other structures
SMILES,V-ATPase pHluor,Cardiac RTF inh,Pemphigus Ab inh,C-LANA FP,CAL PDZ FP-1,Keap1 Nrf2 FP,DAGLB inh,Arr AP2 block,CAL PDZ FP-2,NSD2 inh
Cc1cccc(NC(=O)CN2CCN(C(=O)c3oc4c(Cl)cccc4c3C)CC2)c1C,-6,-3,x,-0.1,-0.8,-2,-3,-8,x,-1
Oc1c(N=Nc2ccccn2)ccc2ccccc12,4,-2,78,3.0,0.4,-4,40*,20,-2,42
O=C(NC1CCN(Cc2ccccc2)CC1)C1COc2ccccc2O1 (centres undefined),-2,-2,96,1.2,0.5,4,0,6,5,2
CCOc1ccc(S(=O)(=O)N(CC)CC)cc1NC(=O)CSCc1c(C)noc1C,-4,4,121,-0.5,-0.2,-2,-1,1,-6,-3
CCOc1ccc(NC(=O)c2cnc3scc(C)n3c2=O)cc1,0,-9,99,1.1,-1.5,6,-5,2,x,x
O=C(c1cnc2sccn2c1=O)N1CCN(c2ccccc2Cl)CC1,-5,2,105,1.9,0.9,1,-3,6,-4,10
C=CCSc1nnc(NC(=O)c2ccc(NC(C)=O)cc2)s1,3,-2,99,0.4,-0.9,-2,-3,2,-4,-5
COc1nc(NC2OC(CO)C(O)C(O)C2O)c(N)c(=O)[nH]1 (centres undefined),1,-6,92,6.9,-0.7,-1,-2,-10,-2,-2
COC(=O)[C@H](Cc1ccccc1)NC(=O)NCCc1ccc(F)cc1,-1,x,104,x,x,x,x,-13,x,-2
NC(=O)c1nn(-c2ccc(Cl)cc2Cl)c(=O)cc1O,-1,0,107,0.8,-0.5,4,0,11,2,-5
Cc1cc(=O)nc2c3ccccc3n(CC(=O)NCCC3=CCCCC3)n12,-3,-11,107,1.0,-1.0,-2,-1,-1,2,1
CC(C)CC(=O)N1CCC(N2CCN(c3ccccc3)CC2)CC1,-4,0,112,-1.0,-0.8,-3,2,-5,-2,0

# Next section, starting with the last 2 of the part before.
SMILES,V-ATPase pHluor,Cardiac RTF inh,Pemphigus Ab inh,C-LANA FP,CAL PDZ FP-1,Keap1 Nrf2 FP,DAGLB inh,Arr AP2 block,CAL PDZ FP-2,NSD2 inh
Cc1cc(=O)nc2c3ccccc3n(CC(=O)NCCC3=CCCCC3)n12,-3,-11,107,1.0,-1.0,-2,-1,-1,2,1
CC(C)CC(=O)N1CCC(N2CCN(c3ccccc3)CC2)CC1,-4,0,112,-1.0,-0.8,-3,2,-5,-2,0
CCOC(=O)CNC(=O)C12CC3CC(CC(C3)C1)C2,-2,1,100,0.6,-0.3,3,-4,34,-7,-3
O=C(O)COCC(=O)N1CCCN(c2nccc(C(F)(F)F)n2)CC1,1,3,96,1.5,-0.6,2,-2,-10,0,2
COc1ccc(C2=NN(C(=O)CSc3nnc(C)n3C)C(c3ccco3)C2)cc1 (centres undefined),3,-2,100,-0.4,-7.3,1,1,2,7,-5
CN(CC(=O)O)S(=O)(=O)c1cc(Cl)ccc1Cl,0,-10,122,1.9,-3.4,-5,0,1,-3,-3

# Screens: PubChem, several laboratories
